Assay outcomes from PubChem.
KCNH2 3.1 inh – KCNH2 3.1 (human) potassium channel inhibition; U2OS KCNH2 3.1, thallium flux FluxOr; active compounds read low; activity change, % (tested at about 1.8 µM); actives 0.95% (n = 340,000);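 active means maximum activity change below -70%; inconclusive means maximum activity change from -70% to -50%; inactive means maximum activity change above -50%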;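 further: thallium influx rate constant from kinetic fluorescence after stimulation buffer; on the % scale 0 is the no-effect control and ±100 the full control effect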
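Steps: virus added to U2OS suspension (4 h, RT, dark); medium with 10% FBS added, cells plated, 37 C overnight; FluxOr/Red40 loading buffer 45 min RT; stimulation buffer, 2 min kinetic read; rate constant normalized.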
FLuc counter – inhibits or activates purified firefly luciferase, miR-21 counter-screen; P08659; purified FLuc, Km substrates, luminescence inhibition; Potency, µM (series often up to 57.5 µM), for inactives: at the highest dose activity change, negative = inhibition, actives largely listed as inhibitors; actives 6.9% (n = 360,000);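 further: potency means the concentration at half of the fitted maximal effect; plate controls were vehicle for no effect and reference inhibitor for full effect; nearly all actives have a fitted effect of over 55% in size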
Target sequence (P08659 whole entry, looked up): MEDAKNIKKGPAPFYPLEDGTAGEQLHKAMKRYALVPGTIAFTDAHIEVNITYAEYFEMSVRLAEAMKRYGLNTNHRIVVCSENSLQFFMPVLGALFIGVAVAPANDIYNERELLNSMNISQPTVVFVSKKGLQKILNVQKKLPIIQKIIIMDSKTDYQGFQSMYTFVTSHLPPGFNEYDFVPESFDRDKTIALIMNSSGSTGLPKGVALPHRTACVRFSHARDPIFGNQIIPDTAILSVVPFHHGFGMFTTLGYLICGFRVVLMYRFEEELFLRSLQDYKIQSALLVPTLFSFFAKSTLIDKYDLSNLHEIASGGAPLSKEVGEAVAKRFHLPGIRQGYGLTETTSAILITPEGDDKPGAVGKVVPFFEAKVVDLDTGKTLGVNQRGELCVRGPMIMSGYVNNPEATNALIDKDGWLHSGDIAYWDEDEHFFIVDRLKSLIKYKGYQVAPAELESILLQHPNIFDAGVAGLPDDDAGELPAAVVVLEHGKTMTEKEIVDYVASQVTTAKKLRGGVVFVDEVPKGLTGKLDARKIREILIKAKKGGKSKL
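Biochemical qHTS of compounds, final roughly 60 µM downward over six points, against 10 nM purified firefly luciferase using Km concentrations of substrates (10 uM D-luciferin, 10 uM ATP) in Tris acetate pH 7.5 buffer; luminescence output.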
Gal4-VP16 FLuc – counter-screen for ROR gamma inhibitors: Gal4-VP16 reporter. Drosophila S2 Gal4-VP16 UAS-luciferase, luminescence, 20 h. Potency, µM (doses to about 53.6 µM), for the others: top-dose activity, negative = inhibition, most hits filed as inhibitors. actives 3.5% (n = 310,000). AID 2546;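 further: Gal4-VP16 expression switched on by copper sulfate through the metallothionein promoter; potency means the concentration at half of the fitted maximal effect; on the % scale 0 is the no-effect control and ±100 the full control effect; nearly all actives have a fitted effect of over 50% in size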
RORg inh – blocks mouse ROR gamma transcriptional activity. P51450. Drosophila S2 Gal4-RORgamma UAS-luciferase reporter, 20 h. Potency, µM (doses to about 53.6 µM), for the others: at the highest dose activity change, negative = inhibition, usual class: inhibitors. actives 5.4% (n = 310,000). AID 2551; further: potency means the concentration at half of the fitted maximal effect; on the % scale 0 is the no-effect control and ±100 the full control effect; nearly all actives have a fitted effect of over 60% in size
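Compounds are pin-transferred onto Drosophila Schneider cells expressing a copper-inducible Gal4–ROR gamma transactivation domain fusion. After 1 hr, copper sulfate is added to 700 uM final; luciferase is read 20 hr later.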
PKM2 activator – PKM2 (human) enzyme activation; P14618; purified PKM2, Kinase-Glo ATP luminescence, activation; response scale: 0% is enzyme alone, no compound; Potency, µM (doses to about 57.5 µM), without a hit: top-dose activation, actives largely listed as activators; actives 0.34% (n = 260,000); further: potency means the concentration at half of the fitted maximal effect; on the % scale 0 is the no-effect control and ±100 the full control effect; nearly all actives have a fitted effect of over 55% in size
Target sequence (P14618 whole entry, looked up): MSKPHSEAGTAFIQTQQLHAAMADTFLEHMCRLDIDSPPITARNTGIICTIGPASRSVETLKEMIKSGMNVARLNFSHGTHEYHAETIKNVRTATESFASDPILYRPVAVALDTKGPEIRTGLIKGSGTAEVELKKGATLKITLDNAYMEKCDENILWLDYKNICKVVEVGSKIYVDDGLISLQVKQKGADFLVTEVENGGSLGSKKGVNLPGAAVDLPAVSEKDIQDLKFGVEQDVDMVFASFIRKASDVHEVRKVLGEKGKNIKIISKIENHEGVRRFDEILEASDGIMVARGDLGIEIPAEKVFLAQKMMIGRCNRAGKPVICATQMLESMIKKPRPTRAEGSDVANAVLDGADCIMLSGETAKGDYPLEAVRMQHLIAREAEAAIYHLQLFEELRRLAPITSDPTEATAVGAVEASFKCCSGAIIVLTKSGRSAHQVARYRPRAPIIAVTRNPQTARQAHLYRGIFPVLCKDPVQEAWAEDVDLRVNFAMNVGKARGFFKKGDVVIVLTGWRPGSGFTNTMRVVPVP
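ATP formation by purified human PK-M2, quantified via coupled luciferase luminescence after 1 h at room temperature with 0.1 mM ADP and 0.5 mM PEP final.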
Mito fusion yeast – inhibitors of mitochondrial division or activators of mitochondrial fusion | S. cerevisiae fusion-defective mutant growth rescue, CellTiterGlo 48 h | Potency, µM (titrated, usually from 46.1 µM), for inactives: at the highest dose growth rescue (activation), actives largely listed as activators | actives 0.23% (n = 320,000);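 further: potency means the concentration at half of the fitted maximal effect; % of control where 0% means no effect; nearly all actives have a fitted effect of over 45% in size; temperature-sensitive fusion mutants such as fzo1-1 at 37 °C on non-fermentable ethanol glycerol medium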
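Temperature-sensitive fusion-defective S. cerevisiae (e.g. fzo1-1, mgm1-5) were grown with compound in YPEG medium (3% ethanol, 3% glycerol) for 48 hours at 37C. Growth rescue was measured as viability by CellTiterGlo luminescence after 10 minutes at ambient.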
ELG1 DNA repair – blocks ELG1-dependent DNA repair in HEK293T cells; HEK293T ELG1-luciferase reporter, luminescence, 16 h; DNA damage induced by 5-fluorouridine; actives 2.3% (n = 330,000); AID 504467; Potency, µM (doses to about 46.1 µM), for the others: top-dose activity change, negative = inhibition, actives largely listed as inhibitors; further: potency means the concentration at half of the fitted maximal effect; on the % scale 0 is the no-effect control and ±100 the full control effect; nearly all actives have a fitted effect of over 55% in size
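Cells (2,000 per well) received 5-fluorouridine plus test compound or DMSO and were incubated 16 hr at 37 °C, 5% CO2. Luciferase activity was read by luminescence 30 min after ONE-Glo addition; signal suppression marked inhibition of damage-induced ELG1 function.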
Menin-MLL TR inh – displaces Texas Red mutant MLL peptide from human menin | O00255 | Menin + Texas Red MLL mutant peptide, fluorescence polarization | AID 1768 | Potency, µM (highest dose often 61.6 µM), inactives show at the top dose FP activity change, negative = inhibition, hits mostly inhibitors | actives 0.23% (n = 270,000); active means well fitted inhibition curve with a large enough effect in the polarisation, with a control signal flat, not every such curve was filed as active; inconclusive means small, poorly fitted or top-dose-only effect, or effect the other way, or a change in a side signal; inactive means no such curve, though single readings can be large or run the other way; the % refers to the polarisation; further: potency means the concentration at half of the fitted maximal effect; % of control where 0% means no effect; many of its hits are not listed in these tables
MBNL1-CUG inh – blocks human MBNL1 binding to CUG repeat RNA; actives 0.036% (n = 280,000); Q9NR56; AID 2675; Potency, µM (highest dose often 57.5 µM), for the others: at the highest dose activity change, negative = inhibition, most hits filed as inhibitors; TR-FRET MBNL1-His/biotin-(CUG)12 binding, 665/545 ratio; active means well fitted inhibition curve with a large enough effect in the signal ratio, with a control signal flat, not every such curve was filed as active; inconclusive means small, poorly fitted or top-dose-only effect, or effect the other way, or a change in a side signal; inactive means no such curve, though single readings can be large or run the other way; the % refers to the signal ratio; further: potency means the concentration at half of the fitted maximal effect; on the % scale 0 is the no-effect control and ±100 the full control effect
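TR-FRET readout: Ex 340 nm, 665/545 nm emission ratio, normalized to buffer-only (basal) and MBNL1-(CUG)12 controls. Complex of MBNL1-His with Biotin-(CUG)12, compounds 92 nM–58 uM, incubated 60 min at room temperature.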
NPC1 promoter act – activators of NPC1 promoter; Huh7 NPC1 promoter luciferase reporter, 24 h; Potency, µM (top dose mostly 9.22 µM), for inactives: top-dose activation, hits mostly activators; actives 2.4% (n = 320,000); AID 485313;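 further: potency means the concentration at half of the fitted maximal effect; % of control where 0% means no effect; nearly all actives have a fitted effect of over 60% in size; reporter is driven by a mutant NPC1 promoter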
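Stable NPC1-promoter luciferase Huh7 line; cpd (DMSO) 24 h, 37 °C, 5% CO2; Amplite luciferase reagent 10 min RT; luminescence readout. qHTS format.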
Rab9 prom act – activates the Rab9 promoter. AID 485297. Potency, µM (series often up to 9.22 µM), for inactives: at the top dose activation, negative = inhibition, actives largely listed as activators. Huh7 Rab9 promoter-luciferase reporter, luminescence, 24 h. actives 2.8% (n = 320,000); further: potency means the concentration at half of the fitted maximal effect; % of control where 0% means no effect; nearly all actives have a fitted effect of over 60% in size
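Luminescence from Amplite-detected luciferase (10 minutes, ambient) reports Rab9 promoter activation. Before that, stable Rab9-luciferase Huh7 cells (1500/well, reduced-serum OP-MEM I plus 10% FBS) were exposed to compound for 24 hours at 37C.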
Starred values were filed as active, the others as inactive; ? = inconclusive; · = not tested or not shown; & = joins results of further samples; [ ] = dose if it differs, or a comment. Unless noted, the call rests on the fitted dose curve; in most records, active means well fitted curve in the direction sought with a large enough effect; inconclusive means small, poorly fitted or top-dose-only effect, or another doubt; inactive means no such curve, though single readings can be large; an effect the other way counts as inactive or inconclusive.

SMILES	KCNH2 3.1 inh	FLuc counter	Gal4-VP16 FLuc	RORg inh	PKM2 activator	Mito fusion yeast	ELG1 DNA repair	Menin-MLL TR inh	MBNL1-CUG inh	NPC1 promoter act	Rab9 prom act
CC(C)CCOc1ccc(C2(C)NC(=O)N(CN3CCOCC3)C2=O)cc1 (stereo unspecified)	6	-13%	7%	?	-2%	2%	21%	?	-4%	2%	8%
O=S(=O)(NCCc1csc(-c2cccnc2)n1)c1ccc(Cl)s1	-8	-1%	-15%	-13%	15%	22%	?	-3%	12%	-1%	2%
CCCCN(CC)CCCNC(=O)c1cc2c(-c3ccc(OC)c(OC)c3)nn(C)c2s1	-1	3%&6%	0%	-35%	·	-7%	23%	-22%	-14%	1%	0%
O=S(=O)(Nc1nc2c(s1)CCCC2)c1ccc(F)cc1	19	?	-21%	15%	?	1%	?	0%	-7%	1%	1%
Cc1cc(C)n(C(C)CC(=O)N2CCc3ccccc32)n1 (stereo unspecified)	2	-3%	-4%	-19%	·	-9%	?	0%	0%	-3%	-1%
O=C(Nc1ccccc1)N1N=CCC1c1ccccc1 (stereo unspecified)	-5	-2%	14%	5%	-5%	4%	9%	-3%	3%	-10%	1%
CCOC(=O)C1CCCN(C(=O)c2ccc3nc(-c4cccc(OC)c4)oc3c2)C1 (stereo unspecified)	4	?	-11%	-7%	-3%	-2%	?	?	-14%	?	?
O=C(Nc1ccc(F)c(Cl)c1)C1CCCCC1	-8	-18%	·	·	·	20%	3%	·	·	1%	7%
Cc1nc2ccccc2cc1C(=O)N(C)Cc1ccccc1	-11	-6%	5%	-1%	-6%	3%	1%	-14%	-9%	-2%	-1%
CC1(c2ccccc2)NC(=O)N(CC(=O)Nc2cc(S(=O)(=O)N3CCOCC3)ccc2Cl)C1=O (stereo unspecified)	-9	3%	2%	22%	-7%	-7%	-2%	4%	-2%	-3%	-1%
CC(/C=N/NC(=O)c1cc(-c2ccc(C)o2)[nH]n1)=C\c1ccccc1	-27	?	?	?	0%	1%	-3%	16%	-5%	0%	15%
CCc1ccccc1N(CC(=O)NC1CCCCC1)C(=O)CCC(=O)Nc1ccccn1	-3	2%	-4%	12%	0%	5%	-11%	-16%	1%	1%	2%
COc1ccc(-c2cc(-c3ccc(Cl)cc3)c(C#N)c(SCC(=O)O)n2)cc1	8	2%	?	-4%	11%[11.5 µM]	-2%	-13%	-6%	37%[activator]	11%	0%
CCOC(=O)c1c(-c2ccc(-c3ccccc3)cc2)csc1NC(=O)CNCCN(C)C	-16	3%	1.6µM*	0.63µM*	·	-71%[inhibitor]	-14%	?	-7%	-3%	-4%
Cc1nn(Cc2cccc(Oc3ccccc3)c2)c(C)c1NC(=O)NC12CC3CC(CC(C3)C1)C2	-10	6%	-5%	40%	-3%	-2%	-16%	-9%	-7%	1%	-2%
CC(C)(CNC(=O)Cc1ccc(Cl)cc1Cl)N1CCOCC1	-1	0%	-1%	11%	0%	10%	3%	-14%	-2%	-1%	-1%
CNc1cc(N2CCN(S(=O)(=O)N(C)C)CC2)ccc1[N+](=O)[O-]	-14	-1%	-6%	12%	-3%	12%	2%	-4%	?	-11%	-9%
O=C(CCc1cn2ccccc2n1)NC1CCCc2c1cnn2-c1ccccc1F (stereo unspecified)	-20	0%	-3%	18%	·	12%	3%	·	3%	0%	-3%
Cc1nc2ccccc2c2oc(C(=O)N3CCc4ccccc4C3)cc12	5	-11%	2%	-8%	0%	3%	26µM*	?	-1%	0%	-5%
CCN(C(=O)c1cc2ccccc2oc1=O)c1ccccc1	2	9.5µM*	27%	?	-10%	0%	?	2%	-2%	?	?
N#Cc1ccccc1COC(=O)c1cc(=O)c2ccccc2o1	9	?	-2%	-6%	-1%	-5%	?	17%	21%	-2%	-5%
NC(=O)CC(NC(=O)Cc1cccc2ccccc12)c1ccc(NCCOc2ccccc2)c([N+](=O)[O-])c1 (stereo unspecified)	·	0%	?	?	8%	-1%	-15%	·	16%	-1%	-4%
CCc1ccc(-c2cnc3ccccc3n2)cc1NC(=O)CNC(=O)c1ccccc1	-26	2.7µM*	0%	17%	·	-7%	?	-1%	21%	3.5µM*	4µM*
COc1cccc(C(C)NC(=O)C2CCCO2)c1 (stereo unspecified)	-1	0%	-4%	-2%	-3%	1%	-1%	3%	3%	-4%	-6%
CCCCN(C(=O)c1ccc([N+](=O)[O-])o1)c1c(N)n(CC(C)C)c(=O)[nH]c1=O	-1	0%	·	·	·	-8%	0%	·	·	4%	0%
O=C(CCN1C(=O)[C@H]2CC=CC[C@H]2C1=O)NCc1nc(-c2ccc(Cl)cc2)no1	28	-1%	3%	9%	-1%[0.46 µM]	-6%	1%	-2%	4%	1%	-5%
Cc1cccnc1NC(=O)COc1ccc2c(c1)CCC2	-36	17µM*	·	·	·	1%	?	·	·	?	?
O=C(CNS(=O)(=O)c1ccc(Cl)cc1)N/N=C/c1ccco1	18	0%	5%	2%	2%	-1%	7%	12%	-4%	4%	-3%
O=C(O)CSC1CC(=O)N(c2ccc(Cl)c(Cl)c2)C1=O (stereo unspecified)	10	5%	2%	-22%	8%	-16%	0%	-12%	-1%	-8%	-12%
C/C(N)=C(/C#N)C(=O)COC(=O)CSc1ccccc1	10	-3%	8%	-40%	20%	-9%	-7%	2%	1%	-6%	6%
O=C(COc1cccc(Br)c1)N/N=C/C(=O)c1ccccc1	-4	-11%	?	-36%	-6%	1%	5%	-1%	?	-2%	2%
Cc1ccc(C(C(=O)NCC2CCCO2)N(Cc2ccccc2)C(=O)c2ccc(-c3ccccc3)[nH]2)o1 (stereo unspecified)	-30	1%	?	?	-17%	?	16µM*	-14%	-7%	-4%	5%
CN(C(=O)COC(=O)c1ccc(=O)n(Cc2ccccc2)n1)C1CCS(=O)(=O)C1 (stereo unspecified)	-10	-1%	·	·	·	-7%	26%	·	·	2%	0%
O=C(NS(=O)(=O)c1ccc(Cl)s1)c1ccccc1	1	4%	·	·	13%	1%	-6%	23%	-6%	-5%	-4%
Cn1c(SCC(=O)NNC(=O)Nc2ccccc2)nnc1-c1ccccc1	11	5%	4%	-6%	9%	0%	-3%	·	16%	-8%	-6%
Cc1oc2c(cc(NS(=O)(=O)c3ccc(C(C)C)cc3)c3ccccc32)c1C(=O)O	6	0%	6%	0%	9%	-6%	-7%	?	9%	0%	-3%
Cc1ccc(S(=O)(=O)N2CCN(C(=O)c3nn(C(C)C)c(=O)c4ccccc34)CC2)cc1C	10	-1%	17%	20%	-9%	-2%	7%	·	1%	-2%	-4%
O=C(CSc1cccc[n+]1[O-])C12CC3CC(CC(C3)C1)C2	-3	-3%	?	-82%	1%	7%	8%	-2%	-4%	-7%	0%
O=S(=O)(c1cccs1)N1CCN(c2ccc(O)cc2)CC1	-7	0%	7%	-10%	21%	-3%	1.6µM*	·	·	22%	-2%
O=C(NC(=S)Nc1ccc(Cc2ccncc2)cc1)c1ccc(F)cc1	-9	-18%	?	4.5µM*	14%	-4%	?	2%	0%	-9%	5%
Cc1cccc(CN2CCC(n3nccc3NC(=O)c3ccccc3C)CC2)n1	-2	6%	-2%	-24%	2%	-1%	2%	-22%	-5%	-6%	4%
COCCn1c(SCC(=O)Nc2ccc(S(=O)(=O)N3CCOCC3)cc2)nc2ccccc21	-4	9%	5%	20%	-4%	3%	?	11%	-6%	2%	-9%
Cn1ccnc1Sc1ccc(/C=N/NC(=O)c2ccccc2O)cc1[N+](=O)[O-]	15	5.4µM*	3%	17%	2%	-3%	?	32%[activator]	?	3%	1%
Cc1ccc(-n2nnnc2SCC(=O)NC(=O)Nc2ccc3c(c2)OCCO3)cc1	-20	21µM*	-4%	-12%	-3%	-2%	?	-1%	-5%	28%	?
O=C(c1ccc2c(c1)OCCO2)N1CCCC(CNS(=O)(=O)c2cccs2)C1 (stereo unspecified)	-6	-3%	2%	5%	-9%	-4%	6%	-13%	-2%	-3%	-2%

A portion of the library; the hit share may differ from the screen's.
